# MITF inh: human MITF inhibition, primary screen | O75030 | AlphaScreen MITF homodimerization, bead proximity signal | inhibition, % at 2.6 µM | 650,000 compounds, 0.91% hits; in the data active means inhibition above about 50%;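 further: 0% = vehicle wells with protein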
# Target sequence (O75030 whole entry, looked up): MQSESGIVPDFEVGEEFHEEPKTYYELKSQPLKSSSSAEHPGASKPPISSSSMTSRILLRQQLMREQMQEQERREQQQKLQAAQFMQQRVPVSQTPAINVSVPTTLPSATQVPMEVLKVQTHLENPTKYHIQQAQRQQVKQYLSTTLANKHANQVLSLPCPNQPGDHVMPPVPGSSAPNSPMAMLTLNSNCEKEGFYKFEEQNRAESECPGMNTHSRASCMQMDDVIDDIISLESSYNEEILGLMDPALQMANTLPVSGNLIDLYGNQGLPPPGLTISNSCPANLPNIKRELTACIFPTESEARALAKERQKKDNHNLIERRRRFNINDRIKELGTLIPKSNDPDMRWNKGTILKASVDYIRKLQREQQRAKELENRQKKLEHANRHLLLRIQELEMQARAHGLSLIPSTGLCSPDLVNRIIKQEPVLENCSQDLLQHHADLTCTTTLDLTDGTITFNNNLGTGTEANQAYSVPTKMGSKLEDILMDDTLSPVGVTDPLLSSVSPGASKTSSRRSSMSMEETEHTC
# GPR151 ag: human GPR151 activation; Q8TDV0; PathHunter beta-arrestin GPR151 cells, luminescence; activation, % at 11.2 µM; 650,000 compounds, 1% hits; in the data active means activation above about 4.9%;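 further: 0% = median of compound wells and 100% = cells with positive control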
# Target sequence (Q8TDV0 whole entry, looked up): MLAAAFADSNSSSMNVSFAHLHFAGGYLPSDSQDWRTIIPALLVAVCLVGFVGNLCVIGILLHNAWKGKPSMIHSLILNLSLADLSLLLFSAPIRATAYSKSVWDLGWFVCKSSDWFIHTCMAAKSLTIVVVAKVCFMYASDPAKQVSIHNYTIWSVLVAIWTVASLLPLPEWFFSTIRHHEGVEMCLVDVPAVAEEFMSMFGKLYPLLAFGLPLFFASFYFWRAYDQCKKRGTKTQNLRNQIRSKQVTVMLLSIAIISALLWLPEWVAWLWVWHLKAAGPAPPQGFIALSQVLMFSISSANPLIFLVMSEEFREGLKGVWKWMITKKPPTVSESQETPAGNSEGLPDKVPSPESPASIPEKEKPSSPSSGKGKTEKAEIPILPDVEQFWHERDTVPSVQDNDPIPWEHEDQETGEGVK
# TEAD-YAP inh: TEAD-YAP interaction inhibition. AID 1259422. HEK-TIYL cells, TEAD-Gal4/YAP UAS-luciferase luminescence. 640,000 compounds, 1.4% hits. inhibition, % at 9.12 µM; in the data active means inhibition above about 32%;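 further: 0% = median of test compound wells and 100% = reference inhibitor wells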
# FBW7 act: human FBW7 E3 ligase activation, primary screen. Q969H0. normalized activity (activation), % at 26.1 µM. AlphaScreen FBW7–phospho-cyclin E peptide binding, activator screen. 650,000 compounds, 0.13% hits; in the data active means normalized activity above about 1.9%;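 further: purified mutant Fbw7 with reduced substrate affinity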
# Active calls of the source: *.
SMILES,MITF inh,GPR151 ag,TEAD-YAP inh,FBW7 act
COc1ccc(-c2csc(NC(=O)COc3ccc(Cl)cc3)n2)cc1C,-8,-0.6,-8,-0.2
O=C(CCC(=O)Nc1ccccc1)NNC(=O)c1ccccc1,8,0.6,-5,1.1
CC(C)n1c(NCc2cccnc2)nc2c(NCCCN3CCCC3=O)ncnc21,0,-1.0,-2,0.1
Cc1ccc(CNC(=O)CSc2nc(C)cc(=O)[nH]2)cc1,-1,-1.4,-1,0.0
CN1C(=O)[C@H]2CN(C(=O)c3cccc(F)c3F)CCN2C(=O)[C@@H]1CO,10,0.6,4,0.3
CC1CN(C(=O)CCCN(C)S(=O)(=O)c2ccc3c(c2)C(=O)c2ccccc2C3=O)CC(C)O1 (stereo not given),18,-1.9,10,-0.1
CCOC(=O)C1(C)C=C(O)C(=O)N1c1ccc(C)cc1 (stereo not given),5,0.1,8,0.9
Cc1cccc2c1-c1sc(C(=O)Nc3ccc(S(N)(=O)=O)cc3)cc1CO2,0,-0.1,-2,0.1
CN1CCN(c2ccnc3c(-c4ccc(F)c(Cl)c4)cnn23)CC1,-11,0.1,-49,0.1
O=C(NCCCS(=O)(=O)N1CCN(c2ccccc2)CC1)c1ccco1,15,-1.1,-2,0.6
O=C(CSc1cc(-c2ccccc2)ncn1)NCc1cccs1,11,-0.2,2,0.1
CCn1ncc(C2=NOC(C(=O)Nc3cc(C)on3)C2)c1C (stereo not given),6,2.7,-2,-0.2
C=CCSc1nc(-c2cccs2)cc(-c2ccccc2)c1C#N,1,-0.1,-6,0.3
O=C(NC1CCS(=O)(=O)C1)N1CCC(CO)(Cc2ccccc2C(F)(F)F)CC1 (stereo not given),1,2.8,3,0.0
Cc1c(NC(=O)C(C)Oc2ccccc2Br)c(=O)n(-c2ccccc2)n1C (stereo not given),1,2.1,-5,-0.2
CCc1noc(C)c1C(=O)NCCN(C)C,10,3.0,1,0.0
CCc1cc2c(cc3c(=O)n(CC(=O)N4CCCCCC4)nc(CC)n32)s1,-6,0.4,-3,-0.3
O=[N+]([O-])c1cc(C(F)(F)F)ccc1N1CCN(CCOc2nonc2-c2ccccc2)CC1,-6,0.6,-11,-0.1
CC(C)C(CO)Nc1nccn2c(-c3ccc(C(=O)NC4CC4)cc3)cnc12 (stereo not given),-12,-0.9,51*,-0.5
COC(=O)c1cc(Cl)c(NC(=O)COc2ccccc2Br)cc1OC,-7,-0.8,1,-0.1
COc1cccc(NC(=O)c2nc(-c3ccncc3)no2)c1,-12,-1.7,-15,-0.1
COC(=O)c1sccc1NC(=O)c1ccc(OC)cc1OC,0,2.9,-1,0.7
COc1ccc(C(c2nnnn2C(C)C)N2CCN(c3ccccc3F)CC2)cc1OC (stereo not given),4,1.1,-14,-0.1
CCCNC(=O)Nc1ccccc1C(=O)Nc1ccc(OC)cc1,-15,-1.0,-17,0.2
Nc1nonc1C(=O)N/N=C/c1ccc(Cl)c([N+](=O)[O-])c1,12,0.9,13,-0.2
Cc1cccc(NS(=O)(=O)c2ccc(S(N)(=O)=O)cc2)c1C,-5,-0.3,-1,-0.2
N#C/C(=C/c1ccc(O)cc1)c1nc(-c2cc3ccccc3c(=O)o2)cs1,15,0.2,-7,0.2
Cc1ccc(CNC(=O)CCCn2c(=O)c3ccccc3n(CC(=O)C(C)(C)C)c2=O)cc1,1,0.3,6,0.0
O=C(c1cc(-c2ccc(F)cc2)n[nH]1)N1CCCCC1,-21,0.4,-90,0.4
Cc1ccc(C)c(OCC(=O)N/N=C\c2cccn2C)c1,19,-0.1,6,0.3
COc1ccc(-c2cccc(C(=O)Nc3cccc(C(=O)O)c3)c2)cc1,0,0.0,-27,0.2
COc1ccc(Br)c(C(=O)N/C(=C\c2cccc([N+](=O)[O-])c2)C(=O)Nc2cccc(F)c2)c1,9,0.9,5,0.2
COc1ccc(/C=N/N2CCOCC2)cc1CSc1nc2ccccc2s1,23,0.6,-2,0.4
O=C(Nc1cc(C(F)(F)F)ccc1N1CCCC1)c1ccc(Cl)c([N+](=O)[O-])c1,7,-0.2,2,0.0
C=CCN1C(=O)C2C(c3ccccc3)C=CC(c3ccccc3)C2C1=O (stereo not given),-5,0.2,10,-0.1
CCOc1cc(NC(=O)COc2ccccc2)c(OCC)cc1NC(=O)CC,-3,-0.4,5,0.0
O=C(COc1ccccc1)Nc1ccc(Br)c(Cl)c1,4,-0.7,-6,0.7
Cc1ccc(-n2cc(-c3ccc(Cl)cc3)nc2SCC(=O)NCCc2ccccc2)cc1,-7,-1.0,3,-0.2
COc1ccccc1N1CC(C(=O)Nc2ccc(Br)cc2)CC1=O (stereo not given),-19,-1.3,-3,0.0
CCC1CCCCN1C(=O)C1CC(c2cccs2)NS(=O)(=O)N1C (stereo not given),-20,0.2,-2,0.0
NS(=O)(=O)c1ccc(NC(=O)c2cc(Cl)ccc2[N+](=O)[O-])cc1,5,-0.9,18,-0.3
CCOC(=O)c1c(NC(=O)C(CC)Sc2nnc3c(n2)[nH]c2ccccc23)sc2c1CCCC2 (stereo not given),4,2.4,-1,0.1
COc1cc(C(=O)N(c2ccc(C)cc2)S(=O)(=O)c2ccc(Cl)cc2)cc(OC)c1OC,0,0.4,-1,-0.1
CC(NC(=O)COC(=O)CCC1CCCC1)c1ccccc1 (stereo not given),-7,-0.3,-10,0.0
O=C(c1cc2ccccc2cc1O)N1CCOCC1,15,-1.3,-1,0.0
NC(=O)c1cccc(-c2cnc3c(n2)[nH]c(=O)n3-c2ccc(N3CCOCC3)cc2)c1,11,-0.2,6,0.1
O=C1OCCN1S(=O)(=O)c1ccc(Cl)cc1,-9,0.2,-4,0.3
COc1ccc(S(=O)(=O)NCc2ccc3c(c2)OCO3)cc1OC,8,-0.5,-1,-0.1
COc1cc(/C=N/NC(=O)CCOc2ccccc2C)cc(Br)c1O,-13,0.2,7,0.0
O=C(c1ccco1)N1CCN(C(c2ccc(F)cc2)c2sc3ncnn3c2O)CC1 (stereo not given),5,0.5,-1,-0.1
Cc1cc(Cl)cc2sc(NC(=O)C3CC3)nc12,10,2.0,-14,0.1
Nc1cc(OC(=O)c2ccc([N+](=O)[O-])cc2)nn1S(=O)(=O)c1ccc(F)cc1,8,0.8,-1,0.1
CS(=O)(=O)N1CCC(C(=O)Nc2ccccc2)CC1,3,-1.3,-4,0.0
O=C(CNC(=O)c1cccs1)NC1CC1,-10,0.4,-2,-0.1
O=[N+]([O-])c1cc(C(F)(F)F)ccc1N1CCN(c2ccc([N+](=O)[O-])c3nonc23)CC1,-2,0.9,3,-0.1
COc1ccc2c(CNC3CCC(C)CC3)c(C(=O)O)n(Cc3ccccc3F)c2c1 (stereo not given),-6,1.1,0,0.2
CC(=O)Nc1nnc(COc2ccc(C(C)(C)C)cc2)s1,-1,4.3,-43,0.0
O=C(/C=C/Nc1cccc(Br)c1)c1cccs1,-10,-0.8,-55,-0.1
O=C(CSc1ncn[nH]1)N/N=C/c1cn(-c2ccccc2)nc1-c1ccc([N+](=O)[O-])cc1,-11,0.8,3,0.1
COc1ccc(-c2nnc(SCC(=O)/C(C#N)=C(\C)N)n2CCc2ccccc2)cc1,-23,3.3,-26,-0.3

# (continued)
SMILES,MITF inh,GPR151 ag,TEAD-YAP inh,FBW7 act
CC(=O)c1sc(NS(=O)(=O)c2ccccc2)nc1C,0,0.1,-5,-0.4
COc1ccc(Br)cc1/C=C/C(=O)Nc1ccc(C(C)=O)cc1,-1,0.4,-2,0.0
Cc1cc2cc(CN(C(=O)C3CC3)C3CCCCC3)c3nnnn3c2cc1C,6,1.5,-12,0.4
CCN=C1S/C(=C\c2cn(C(=O)CC)nc2-c2ccc(F)cc2)C(=O)N1CC,-10,0.7,4,-0.1
COc1ccc(Cl)cc1NC(=O)C(C)N(c1ccc(C)cc1)S(C)(=O)=O (stereo not given),3,0.1,-7,-0.2
CC(C)(C)C(=O)Nc1c2c(nn1-c1ccc(Cl)cc1)CS(=O)(=O)C2,4,-1.0,-5,0.0
Cc1sc2cc(Cl)ccc2[n+]1CCCS(=O)(=O)O,9,0.5,3,0.0
O=C(Oc1c(Br)cc(C(=S)N2CCOCC2)cc1Br)c1ccc([N+](=O)[O-])cc1,9,-1.8,5,0.4
O=[N+]([O-])c1ccc(CN2CCN(CCOCCO)CC2)cc1,3,-0.8,9,0.6
CNc1[nH]cnc(=S)c1N,2,-1.4,7,0.0
O=C(NNC1=NC2(CCCC2)Cc2ccccc21)c1ccccc1,1,-0.9,6,-0.1
Cc1ccccc1NC(=S)N(Cc1ccc(Br)cc1)Cc1ccc(C(=O)O)cc1,5,0.2,7,-0.2
COc1ccc2cc(S(=O)(=O)Nc3cccnc3)ccc2c1,13,-0.5,4,0.2
Cc1cc([N+](=O)[O-])nn1CC(=O)N1CCCC1,1,1.3,0,-0.2
CC(C)N(CCNc1cc(NC2CCN(Cc3ccccc3)CC2)nc(N)n1)C(C)C,-15,3.8,1,-0.1
Cc1cnc2n(c1=O)C(CC(=O)N1CCN(c3cccc(Cl)c3)CC1)CS2 (stereo not given),-7,0.5,-3,-0.1
COCc1cc(C)nc(SCc2nc3ccccc3[nH]2)c1C#N,16,0.7,-19,0.1
OC1CCN(c2ccc(Nc3nccc(-c4cncc(N5CCOCC5)c4)n3)cc2)CC1,11,0.2,62*,0.3
CCCCN(CC)S(=O)(=O)c1ccc(F)c(C(=O)Nc2cc(C)ccc2OC)c1,4,-0.1,-9,0.0
COc1ccc(C(=O)/C=C(\N)C(Cl)(Cl)Cl)cc1,-4,2.3,-2,0.5
NC(=O)c1ccc(NC(=O)NCCCCCCNC(=O)Nc2ccc(C(N)=O)cc2)cc1,1,0.1,-4,-0.1
CC1(C)Cc2c(sc(NC(=O)C3CC(=O)OC34CCCCC4)c2C#N)CO1 (stereo not given),-6,-1.0,-9,0.0
CC(NC(=O)CN(c1ccc(Cl)c(Cl)c1)S(C)(=O)=O)c1ccccc1 (stereo not given),-13,2.1,-2,0.0
N#Cc1c2c(n3cc4ccccc4cc13)C(=O)c1ccccc1C2=O,6,0.2,-5,0.2
CCC1CCc2c(sc3nc(SCC(=O)NCc4ccccc4)n(-c4ccccc4)c(=O)c23)C1 (stereo not given),1,-0.8,-12,0.0
COC(=O)C1=C(C)NC(SCC(=O)NC2CCCCC2)=C(C#N)C1c1ccccc1F (stereo not given),-6,1.6,0,0.1
CCOC(=O)N1CCC(Nc2c(Nc3ccc(OC)cc3)c(=O)c2=O)CC1,0,0.8,-4,0.1
O=C(NCC1CCCO1)C1CCCN(S(=O)(=O)c2ccc(F)cc2)C1 (stereo not given),1,3.8,8,-0.1
NC(=O)CN1C(=O)/C(=c2\sc3nc(-c4ccccc4)nn3c2=O)c2ccccc21,13,-0.3,-9,0.3
CC1CCN(CC(O)COc2ccc3c(c2)CCC3)CC1 (stereo not given),12,0.3,5,-0.1
CC1(C)CC(NC(=O)CNc2ccccc2)CC(C)(C)N1,-4,-0.3,4,-0.1
NC(=O)c1c(NC(=O)c2cccc(C(F)(F)F)c2)sc2c1CCCC2,-11,-0.1,1,0.0
CCN1C(=O)CC(C(=O)Nc2ccc(Cl)cc2)SC1=Nc1ccc(F)cc1 (stereo not given),8,1.8,-1,0.1
CN1CCCN(C(=O)C2CC23CCN(Cc2ccc(-c4ccccc4)cc2)CC3)CC1 (stereo not given),0,0.1,3,0.2
O=C(C[n+]1cccc(/C=N/O)c1)N(Cc1ccccc1)Cc1ccccc1,5,2.2,1,0.1
Cc1ccc2c(CSc3nc(N)cc(N)n3)cc(=O)oc2c1C,6,0.4,-18,-0.1
O=C(COc1ccc(Br)cc1Cl)NCc1ccncc1,-1,0.1,1,0.0
CCN(CC)C(=O)CN(C#N)c1nc(C)cc(C)n1,1,1.9,-3,-0.1
COc1cc(C)c(CN2CCc3nnc(CNC(=O)C4CCOC4)n3CC2)cc1C (stereo not given),-4,0.6,-8,-0.1
CCOC(=O)C1=C(C)N=c2s/c(=C\c3ccc(-c4ccc([N+](=O)[O-])cc4OC)o3)c(=O)n2C1c1ccc(C(C)C)cc1 (stereo not given),-4,0.3,1,-0.1
CC1=C(C(=O)Nc2ccccc2C)C(c2ccc(Cl)cc2Cl)NC(=S)N1 (stereo not given),25,-1.4,-5,-0.2

# Assay outcomes: PubChem BioAssay, The Scripps Research Institute Molecular Screening Center
